Bioassay records: PubChem, several laboratories
Mtb RmlCD inh – M. tuberculosis RmlC/RmlD coupled enzyme inhibitors, primary screen, biochemical, compound mixtures, 384-well, from 1536-well plates; RmlC+RmlD coupled enzyme assay, percent inhibition; primary screen in compound mixtures; inhibition, % at 3.6 µM; 160,000 tested, 0.03% active; AID 1533, 2009; in the data active = inhibition mostly above about 34%, no sharp cut-off; inconclusive = no clear call, values can overlap the other calls; inactive = mostly below about 22%; note: some results filed as inactive read as strong as hits
Target sequence (P9WH09 whole entry, looked up): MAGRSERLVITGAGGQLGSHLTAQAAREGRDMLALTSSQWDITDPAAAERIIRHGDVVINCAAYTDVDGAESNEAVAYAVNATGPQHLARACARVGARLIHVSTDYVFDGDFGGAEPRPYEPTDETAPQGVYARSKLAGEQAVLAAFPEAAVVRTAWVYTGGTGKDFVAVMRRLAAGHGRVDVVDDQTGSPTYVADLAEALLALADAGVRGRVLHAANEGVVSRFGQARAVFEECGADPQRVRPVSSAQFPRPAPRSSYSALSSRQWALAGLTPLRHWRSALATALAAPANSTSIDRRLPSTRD
Target sequence (P9WH11 whole entry, looked up): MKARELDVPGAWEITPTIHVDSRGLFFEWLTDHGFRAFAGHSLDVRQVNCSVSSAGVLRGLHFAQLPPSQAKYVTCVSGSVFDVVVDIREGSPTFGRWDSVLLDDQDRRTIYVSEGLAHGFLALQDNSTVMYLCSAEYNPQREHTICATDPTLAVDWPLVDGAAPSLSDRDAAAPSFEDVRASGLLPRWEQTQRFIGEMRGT
GlmU inhibition – inhibition of mycobacterial GlmU enzyme – biochemical, glucosamine-1-phosphate acetyltransferase (AID 1376) | Bifunctional protein GlmU (Mycobacterium tuberculosis (strain ATCC 25618 / H37Rv)) | M. tuberculosis GlmU acetyltransferase enzyme assay; higher % means a stronger effect | inhibition, %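 (tested at 30 µM in the primary screen)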, or IC50 in µM where a hit was titrated | 220,000 tested, 0.25% active; in the data active = inhibition above about 13%; inconclusive = no clear call, values can overlap the other calls;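 note: 0% = complete reaction with vehicle and 100% = reaction without substrate; strong numbers were not always called active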
Starred values were filed as active, the others as inactive; ? = inconclusive; / = no result given. An excerpt (hit frequency here may not be typical).

SMILES	Mtb RmlCD inh	GlmU inhibition
Cc1cc(/C=C2/C(=O)N(C)C(=S)N2C)c(C)n1C1CC1	56	-0.1%
CC(=O)c1cc(C)ccc1OC(=O)CCN1C(=O)C2C3c4ccccc4C(c4ccccc43)C2C1=O (stereo not given)	/	-0.5%
COC(=O)/C=c1\sc2n(c1=O)C(C)=CC(C)(C)N=2	-1	0.8%
COC(=O)c1ccc(Cl)c(NC(=O)Cc2ccccc2[N+](=O)[O-])c1	-6	-4.9%
O=C(NCCc1ccccc1)C1c2ccccc2C(=O)N1C1CC1 (stereo not given)	-7	3.5%
CCN1C(=O)CC(N2CCC(c3nc4ccccc4[nH]3)CC2)C1=O (stereo not given)	/	-8.0%
CCc1nc2nc(C)cc(Nc3cccc(C(F)(F)F)c3)n2n1	-10	-2.0%
COc1cccc(CN2CCN(C(=O)c3cccs3)CC2)c1OC	-11	1.0%
CCOC(=O)C1=C(C)OC(N)=C(C(=O)OCC)C1c1ccncc1 (stereo not given)	/	-3.4%
NS(=O)(=O)c1ccc(N/C=C\C(=O)c2ccncc2)cc1	9	6.1%
COc1cc(/C=C2/C(=N)N3C=CSC3=NC2=O)ccc1OCCCOc1c(C)cccc1C	/	-3.6%
O=C(C1=C[C@H](c2ccccc2)C[C@H](OCCCCO)O1)N1CCOCC1	/	0.7%
CC(C)(C)C(=O)Nc1nc2c(s1)CN(Cc1ccccc1)CC2	/	-4.6%
S=C=Nc1ccccn1	6	-0.1%
O=S(=O)(c1cc(C(F)(F)F)ccc1Cl)N1CCCCCC1	/	-1.8%
COc1ccc(NC(=O)C2Cc3ccccc3C(=O)O2)cc1 (stereo not given)	/	4.8%
CC(C)c1c(O)nc(SCC(=O)Nc2ccc3c(c2)CCC3)[nH]c1=O	8	5.0%
O=C1C(=O)N(Cc2cccnc2)C(c2ccccn2)/C1=C(/O)c1ccccc1 (stereo not given)	/	1.8%
COc1ccc(C(=O)On2c(-c3ccc(Br)cc3)nc3ccccc3c2=O)cc1	26	4.6%
C[C@@H](O)C1NC(=O)[C@H](CCCCN)NC(=O)c2cc([N+](=O)[O-])cc(I)c2OCC[C@@H](C(N)=O)NC1=O (stereo not given in full)	/	-5.6%
Cc1cc(C)c2c(CN3CCOCC3)cc(=O)oc2c1C	-6	1.8%
CCc1ccc(-c2nnn(CCC#N)n2)cc1	4	-1.4%
O=C(N/C(=C\c1cccs1)C(=O)N1CCOCC1)c1cccs1	5	-1.1%
COc1ccc(N=c2sc3ccccc3n2C)cc1	-7	1.0%
COC(=O)C(C#N)C(c1cccnc1)c1c(C)[nH][nH]c1=O (stereo not given)	/	-0.2%
O=C(/C=C/c1ccc(F)cc1)c1ccc(N2CCOCC2)cc1	71	11%
COc1cc(NC(=O)NCCN2CCN(c3ccc(Cl)cc3)CC2)ccc1C	6	1.5%
CCCc1cc(C(N)=O)c(NC(=O)c2ccoc2C)s1	-2	6.9%
O=C(NC(=S)Nc1ccc(S(=O)(=O)Nc2ncccn2)cc1)c1ccc(Br)cc1	/	3.2%
C=CCn1nnnc1-c1cc(Cl)cc(Cl)c1	/	0.0%
Cc1ccc(C(=O)c2oc3ccccc3c2N)cc1	/	-4.4%
O=C1Oc2ccccc2C(=O)/C1=C/c1ccccc1O	9	8.5%
CC1=NN(c2ccccc2)C(=O)/C1=C\c1ccc(Oc2ccc([N+](=O)[O-])cc2[N+](=O)[O-])cc1	/	-1.7%
CCc1nnc(NC(=O)CCC(=O)N2CCN(C3CCCCC3)CC2)s1	-10	-6.8%
COc1ccc(S(=O)(=O)N2CCOCC2)cc1Cl	7	5.4%
CC1(C)CN(c2ccc(-c3ccnc4ncnn34)cc2)C1=O	-5	2.2%
Cc1ccc(CNC(=O)C2=NNC(=O)CC2)cc1	/	5.5%
CC12COC3(C(=O)Nc4ccc(Cl)cc4)CC1CCC32C (stereo not given)	-2	7.0%
Cn1ccc(C(=O)OCC(=O)c2ccccc2)n1	-3	-1.3%
COc1ccc(NC(=O)CSc2nc(N3CCCCC3)nc(N3CCCCC3)n2)cc1	-4	0.0%
O=C(NCCC1=CCCCC1)C1CCN(c2nc3ccccc3o2)CC1	-6	2.0%
Cc1occc1C(=O)N/N=C/C=C\c1ccccc1[N+](=O)[O-]	/	5.8%
O=S(=O)(c1ccc(Br)s1)N1CCN(c2ccccc2)CC1	/	-0.7%
C/C(CC1CC2=C(CC1(C)C)C(C)(C)CCC2)=N\NC(N)=S (stereo not given)	99	0.7%
O=C(O)CCC(=O)NCc1cn(-c2ccccc2)nc1-c1cccc(Br)c1	3	3.0%
CC(C)(C)c1ccc(OCc2ccc(C(=O)NN)o2)cc1	4	-4.9%
CCN1CCN(c2ccc([N+](=O)[O-])cc2C#N)CC1	-1	-4.7%
Brc1ccc(N=C(c2ccccc2)c2ccncc2)cc1	/	0.5%
CCCCCn1c(N2CCN(c3cccc(Cl)c3)CC2)nc2c1c(=O)[nH]c(=O)n2C	-17	-5.5%
COc1ccc2nc(NCCCNC(=O)c3cc(OC)c(OC)c(OC)c3)c(C#N)cc2c1	1	2.2%
CCCc1cc(C(=O)Nc2nccs2)cs1	5	5.1%
CCC(C)NC(=O)Cn1cc(S(=O)(=O)N2CCN(c3ccccc3F)CC2)c2ccccc2c1=O (stereo not given)	-10	-0.9%
CCOC(=O)CSc1nc2sc3c(c2c(=O)[nH]1)CCCC3	/	-1.2%
O=C(NC1CCCCC1)C(c1ccc(Cl)cc1)N(C(=O)c1ccccn1)c1cccnc1 (stereo not given)	-30	7.4%
CCOc1cc(/C=C2/NC(=O)N(CC(=O)Nc3cccc(C)c3)C2=O)ccc1OC	?	3.4%
CCOc1ccc(/C=C2\C(=O)c3ccccc3OC2c2ccccc2)cc1 (stereo not given)	14	2.2%
C=CCOc1c(Cl)cc(CNCCC)cc1Cl	/	2.5%
CCCC(=O)Nc1cc(C(=O)O)ccc1Sc1ccccc1	-8	2.0%
COC(=O)C1=NN(c2ccc(C)cc2)C2(S1)SC(C(C)=O)=C(C)N2c1ccccc1 (stereo not given)	3	-3.2%
Nc1c(C(=O)O)cnn1-c1ccc([N+](=O)[O-])cc1	-4	4.1%
(more compounds)
SMILES	Mtb RmlCD inh	GlmU inhibition
CS(=O)(=O)NCc1ccc(C(=O)NCCOc2ccccc2)cc1	8	-1.6%
CC1CC(C)(C)NC(=S)N1CC(=O)N1CCN(Cc2ccc3c(c2)OCO3)CC1 (stereo not given)	-8	-3.1%
O=C(Nc1ccc(N2CCCCC2)c(Cl)c1)c1ccc2c(c1)OCCO2	/	-0.1%
O=C(NCc1ccccc1)c1cc[n+](Cc2ccccc2)cc1	-6	-0.6%
C=C(C)Cn1c(-c2ccncc2)n[nH]c1=S	7	-3.0%
Cc1[nH]c2ccccc2c1C(=O)CN1CCC2(CC1)OCCO2	/	0.8%
COc1ccc(C(=O)Nn2cnnc2)c(OC)c1	-7	4.5%
Cn1nccc1C(=O)Nn1cnnc1	?	-1.3%
C=CCn1c(O)c(/C(C)=N/N2CCN(C)CC2)c(=O)[nH]c1=O	/	0.5%
CCn1c(SCC(=O)Nc2ccc(OCc3ccccc3)cc2)nnc1-c1ccco1	/	1.1%
O=C(O)c1cnn2c1NC(c1ccc(F)cc1)CC2C(F)(F)F (stereo not given)	2	-2.1%
O=S(=O)(Nc1cccc(-c2cn3cccnc3n2)c1)c1ccc(-c2ccccc2)cc1	-7	/
C/C(=C\c1ccccc1)CN(C)CCN(C)C	-6	5.7%
Cc1cc(NC(=O)CSc2nnc(-c3ccco3)n2Cc2ccccc2)no1	/	3.2%
CC(C)NC(=O)NS(=O)(=O)c1cnccc1NC1CC2CCC1C2 (stereo not given)	/	-5.6%
CCn1c(C)c(CS(=O)(=O)c2ccccc2)[nH]c1=O	/	-2.0%
CCC(C(=O)NCc1ccncc1)c1ccccc1 (stereo not given)	8	2.8%
Cc1nonc1C(=O)N/N=C/c1ccc([N+](=O)[O-])o1	4	0.0%
COC(=O)CSc1nnc(SCc2ccc(Cl)cc2)s1	-4	-5.2%
COc1cc(C(=O)NC2CC3CCCC(C2)N3CC(=O)Nc2ccccc2)cc(OC)c1OC (stereo not given)	14	-0.6%
O=C(NCCc1c[nH]c2ccccc12)c1cc(S(=O)(=O)N2CCCCC2)ccc1N1CCOCC1	0	-0.4%
Cn1c(SCC(=O)NCc2ccco2)nc2ccccc2c1=O	3	-1.7%
CC(=O)NC1C(c2nc3ccccc3s2)=C(c2ccccc2)C(=O)N1c1ccc(C)cc1 (stereo not given)	4	-1.4%
COc1ccc(/C=C2\SC(=O)N(CC(=O)Nc3cccnc3)C2=O)cc1OC	-5	2.7%
Cc1ccc(S(=O)(=O)NCCCCCC(=O)N(C)C)cc1	/	2.5%
CCCCn1nnnc1SCC(=O)N1CCCC1	38	4.1%
Cc1nc2ccccc2n1CCN1CCOCC1	/	-1.4%
CSc1nc(SCC(=O)NCc2ccco2)c2c3c(sc2n1)CN(C)CC3	6	-1.4%
NC(=O)NC(=O)CSc1nc(-c2ccccc2)c(-c2ccccc2)n1CC1CCCO1 (stereo not given)	-18	-1.6%
O=C(O)Cn1cc(/C=c2/sc3nc4ccccc4n3c2=O)c2ccccc21	6	-3.1%
C1=C(N2CCOCC2)/C(=C/c2nc3ccccc3[nH]2)CC1	/	-0.3%
COc1cccc(CNC(=O)CCC2CCCN(Cc3cc(Cl)ccc3O)C2)c1 (stereo not given)	1	3.0%
Cc1c(NC(=O)CCSCCc2ccccn2)cccc1[N+](=O)[O-]	51	0.8%
Cc1cc(/C=C2/C(=O)NN(c3ccccc3)C2=O)c(C)n1-c1cccc(O)c1	0	1.9%
CCNC(=O)CCc1nc(-c2ccc(C(C)(C)C)cc2)no1	-6	-6.3%
CCOC(=O)c1sc(NC(=O)c2ccc(C)o2)nc1C	/	5.6%
CC(=O)Nc1ccc(N/C=C/C(=O)C(C)(C)C)cc1	-2	-2.1%
CCOC(=O)[C@@H]1[C@H]2COc3ccccc3[C@@H]2N2C(=O)N(c3ccc(OC)cc3)C(=O)[C@]12C	/	0.9%
Cc1nc(NCc2ccc3c(c2)OCO3)c2oc3ccccc3c2n1	/	-5.9%
CCN(CC)C(=S)Nc1ccc([N+](=O)[O-])cc1	0	0.6%
Cc1ccc(NC(=O)c2onc(C)c2Cl)cc1	-8	3.5%
Cc1ccccc1OS(=O)(=O)c1cn(C)c(=O)n(C)c1=O	69	3.4%
C=CCN1C(=O)C(CC(=O)O)SC1=Nc1ccc(C(=O)O)cc1 (stereo not given)	2	0.6%
O=C(/C=C/Nc1ccc(Cc2ccc(N/C=C/C(=O)C(F)(F)F)cc2)cc1)C(F)(F)F	11	-4.1%
CCOC(=O)N1CCN(C(=O)CN(c2cc(C(F)(F)F)ccc2Cl)S(C)(=O)=O)CC1	2	5.9%
O=C(NCCC1=CCCCC1)C1COc2ccccc2O1 (stereo not given)	0	1.6%
Cc1ccc(C)c2[nH]c(=O)c(CN(Cc3ccco3)C(=O)Nc3ccccc3)cc12	8	-3.2%
c1ccc(-c2csc3ncnc(NCCN4CCOCC4)c23)cc1	2	-0.8%
Cc1cccc(Sc2nc(-c3ccccc3)ccc2C#N)c1	56	-4.9%
Cc1nn(C)cc1C(N)=O	8	-3.2%
Cc1cc(C)n(-c2nc3ccccc3c(=O)n2OCC(=O)OCc2ccccc2)n1	27	/
O=C(Nc1ccc2c(c1)OCO2)c1cccc2c1C(=O)N(C1CCCCC1)C2	7	-3.6%
CCN(CC)S(=O)(=O)c1ccc(/C=C/C(=O)OCC(=O)c2c(N)n(C)c(=O)n(C)c2=O)cc1	10	-0.8%
Cc1ccc(CSCc2ccc(C(=O)NC3CCCC3)o2)cc1	8	-0.9%

In the list so far, 14 contain a Cl atom.
SMILES	Mtb RmlCD inh	GlmU inhibition
COC(=O)c1ccc(Cl)c(NC(=O)Cc2ccccc2[N+](=O)[O-])c1	-6	-4.9%
O=S(=O)(c1cc(C(F)(F)F)ccc1Cl)N1CCCCCC1	/	-1.8%
COc1cc(NC(=O)NCCN2CCN(c3ccc(Cl)cc3)CC2)ccc1C	6	1.5%
C=CCn1nnnc1-c1cc(Cl)cc(Cl)c1	/	0.0%
COc1ccc(S(=O)(=O)N2CCOCC2)cc1Cl	7	5.4%
CC12COC3(C(=O)Nc4ccc(Cl)cc4)CC1CCC32C (stereo not given)	-2	7.0%
CCCCCn1c(N2CCN(c3cccc(Cl)c3)CC2)nc2c1c(=O)[nH]c(=O)n2C	-17	-5.5%
O=C(NC1CCCCC1)C(c1ccc(Cl)cc1)N(C(=O)c1ccccn1)c1cccnc1 (stereo not given)	-30	7.4%
C=CCOc1c(Cl)cc(CNCCC)cc1Cl	/	2.5%
O=C(Nc1ccc(N2CCCCC2)c(Cl)c1)c1ccc2c(c1)OCCO2	/	-0.1%
COC(=O)CSc1nnc(SCc2ccc(Cl)cc2)s1	-4	-5.2%
COc1cccc(CNC(=O)CCC2CCCN(Cc3cc(Cl)ccc3O)C2)c1 (stereo not given)	1	3.0%
Cc1ccc(NC(=O)c2onc(C)c2Cl)cc1	-8	3.5%
CCOC(=O)N1CCN(C(=O)CN(c2cc(C(F)(F)F)ccc2Cl)S(C)(=O)=O)CC1	2	5.9%

An excerpt from above in order of SMILES length, descending:
SMILES	Mtb RmlCD inh	GlmU inhibition
O=C(Nc1ccc2c(c1)OCO2)c1cccc2c1C(=O)N(C1CCCCC1)C2	7	-3.6%
c1ccc(-c2csc3ncnc(NCCN4CCOCC4)c23)cc1	2	-0.8%
Cc1ccc(CSCc2ccc(C(=O)NC3CCCC3)o2)cc1	8	-0.9%
Cc1cccc(Sc2nc(-c3ccccc3)ccc2C#N)c1	56	-4.9%
